# Screening data: PubChem, several laboratories
# FadD28 FP inh: inhibitors of FadD28 bisubstrate probe binding, primary screen, biochemical, fluorescence polarization, single point; Mycobacterium tuberculosis FadD28 fatty-acid-AMP ligase; inhibition, % at 12.5 µM; hit rate 0.22% among 360,000; AID 588549, 2011; in the data active = inhibition above about 8.5%, passing the limit was not always enough; inconclusive = no clear call, values can overlap the other calls
# BoNT-F LC inh: BoNT/F light chain protease inhibitors, primary screen, biochemical, flow cytometry, MLPCN library | hit rate 0.22% among 360,000 | AID 588497, 2011 | Multiplex microsphere protease cleavage assay | inhibition, % at 10 µM; in the data active = inhibition above about 35%, passing the limit was not always enough; inconclusive = no clear call, values can overlap the other calls; note: plate controls were buffer without enzyme for full effect and enzyme alone for no effect
# Mtb UGM inh: M. tuberculosis UGM enzyme inhibitors, primary screen, biochemical, fluorescence polarization, single point | purified UGM, fluorescence polarization probe displacement | inhibition, % at 10 µM | hit rate 0.06% among 320,000; in the data active = inhibition above about 10%, passing the limit was not always enough; inconclusive = no clear call, values can overlap the other calls
# Target sequence (P9WIQ1 whole entry, looked up): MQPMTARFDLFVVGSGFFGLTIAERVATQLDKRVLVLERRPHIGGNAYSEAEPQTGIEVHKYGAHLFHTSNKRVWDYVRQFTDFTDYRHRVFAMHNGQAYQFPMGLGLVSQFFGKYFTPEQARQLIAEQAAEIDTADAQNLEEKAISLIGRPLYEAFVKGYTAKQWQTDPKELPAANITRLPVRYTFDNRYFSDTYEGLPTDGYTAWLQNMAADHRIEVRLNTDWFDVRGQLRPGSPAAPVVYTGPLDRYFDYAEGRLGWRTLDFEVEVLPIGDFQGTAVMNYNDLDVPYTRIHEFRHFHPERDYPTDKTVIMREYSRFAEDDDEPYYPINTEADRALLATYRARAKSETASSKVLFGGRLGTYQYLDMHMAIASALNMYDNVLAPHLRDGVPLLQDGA
# Rv3671c protease: Rv3671c serine protease inhibitors, primary screen, biochemical, fluorescence polarization, M. tuberculosis H37Rv. P9WHR9. inhibition, % at 5.96 µM. hit rate 0.048% among 320,000; in the data active = inhibition above about 38%;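 note: extracellular domain of Rv3671c used as enzyme; 0% = enzyme with DMSO and 100% = no enzyme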
# MazF activator: activators of E. coli MazEF toxin-antitoxin RNase, primary screen, biochemical, fluorescence, uHTS; activation, % at 20 µM; Endoribonuclease toxin MazF (Escherichia coli (strain K12)), P0AE70; hit rate 0.32% among 350,000; FAM/BHQ RNA-DNA oligo cleavage fluorescence, 5 h; in the data active = activation above about 50%
# Target sequence (P0AE70 whole entry, looked up): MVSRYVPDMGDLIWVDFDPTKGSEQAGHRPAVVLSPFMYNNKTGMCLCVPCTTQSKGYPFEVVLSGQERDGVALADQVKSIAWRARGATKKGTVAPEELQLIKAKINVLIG
# PrPC surface inh: inhibitors of human cell surface prion protein PrPC, primary screen, cell-based, TR-FRET; Major prion protein (Homo sapiens), P04156; TR-FRET read-out; inhibition, % at 13.8 µM; hit rate 0.43% among 370,000; AID 720596, 2013; in the data active = inhibition above about 24%; note: 0% = median of the test wells and 100% = reference compound wells
# BioA inh: M. tuberculosis BioA enzyme inhibitors, primary screen, biochemical, plate reader, single point, HTS. hit rate 0.096% among 360,000. AID 602481, 2012. inhibition, % at 9.99 µM. 7,8-diaminopelargonic acid synthase BioA (Mycobacterium tuberculosis). purified M. tuberculosis BioA enzyme; in the data active = inhibition above about 40%; inconclusive = no clear call, values can overlap the other calls
# Mtb FBA inh: Mtb FBA enzyme inhibitors, primary screen, biochemical, fluorescence, strain H37Rv. Fructose-bisphosphate aldolase (Mycobacterium tuberculosis (strain ATCC 25618 / H37Rv)), …. purified M. tuberculosis FBA, fluorescence read-out. inhibition, % at 1 µM. hit rate 2.3% among 360,000; in the data active = inhibition above about 27%;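 note: 0% = vehicle and 100% = reference inhibitor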
# Target sequence (P9WQA3 whole entry, looked up): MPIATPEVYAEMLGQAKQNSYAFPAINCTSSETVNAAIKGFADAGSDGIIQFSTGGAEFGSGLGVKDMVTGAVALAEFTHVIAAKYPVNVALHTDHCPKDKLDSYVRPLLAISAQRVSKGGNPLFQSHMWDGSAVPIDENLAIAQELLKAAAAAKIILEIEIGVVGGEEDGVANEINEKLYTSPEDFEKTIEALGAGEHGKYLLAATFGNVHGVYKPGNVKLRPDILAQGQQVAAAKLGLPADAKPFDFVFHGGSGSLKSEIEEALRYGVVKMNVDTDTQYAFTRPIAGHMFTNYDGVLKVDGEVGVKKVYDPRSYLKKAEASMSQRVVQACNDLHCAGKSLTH
# GDH-TPI inh: GDH-TPI coupling enzyme inhibitors, primary screen, artefact control for M. tuberculosis FBA inhibitor project, biochemical, absorbance, full deck | inhibition, % at 4.8 µM | hit rate 1.2% among 360,000 | AID 588335, 2011 | GDH-TPI coupled enzyme counterscreen, NADH absorbance; in the data active = inhibition above about 30%;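 note: 0% = DMSO wells and 100% = wells lacking the enzyme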
# * hit, by the source's call; ? = inconclusive; . = no result given; + = active, no number.
# Second line of a record: FadD28 FP inh	BoNT-F LC inh	Mtb UGM inh	Rv3671c protease	MazF activator	PrPC surface inh	BioA inh	Mtb FBA inh	GDH-TPI inh
CC(NC(=O)Cn1cc(C(F)(F)F)ccc1=O)c1ccc(F)cc1 (stereo not given)
 : -0.3	-3	-4.2	-5	13	7	.	2	-2
CCCc1nc2cc3c(cc2[nH]1)n(C)c(=O)n3C
 : -4.0	-8	1.4	13	0	-9	0.7	5	-2
Cn1cc(/C=C(\NC(=O)c2ccccc2)C(=O)NCCCN2CCOCC2)c2ccccc21
 : -1.3	8	-2.4	-2	9	-6	1.6	2	33*
NNC(=O)c1ccc(COc2ccc3ccccc3c2)o1
 : -3.7	?	-1.1	-21	4	2	.	-1	-7
CN1CCN(C(=O)c2cc(-c3ccccc3)on2)CC1
 : -2.4	0	2.6	-7	2	-7	-0.1	-1	5
O=C1CC(=O)N(c2cccc(Br)c2)C(=O)N1
 : -1.2	9	1.9	-8	-28	-3	-2.2	-4	-2
COc1ccc(CNC(=O)C(C)N(Cc2ccccc2OC)C(=O)c2snc(C(N)=O)c2N)cc1 (stereo not given)
 : -0.7	-5	0.4	-11	3	3	-1.9	5	14
Cn1c(C(=O)NCCN2CCOCC2)cc2c(=O)n3ccccc3nc21
 : -0.5	-2	0.2	3	8	-20	-0.7	+	22
CNc1nc(OCCNC(=O)Nc2ccccc2)nc(N2CCOCC2)n1
 : -2.7	-4	0.5	3	6	-3	-0.7	2	0
COc1ccc(OCC(=O)N/N=C(\C)c2cc3ccccc3o2)cc1
 : -1.6	-1	2.7	-8	-4	-9	.	0	12
Cn1ncc2c(Nc3ccc(O)cc3)nc(Cl)nc21
 : -8.0	25	1.1	1	2	5	-0.3	4	4
CCc1ccccc1-n1c(SCC(=O)c2c(N)n(C3CC3)c(=O)[nH]c2=O)nnc1N1CCOCC1
 : -2.5	-2	2.7	-4	2	1	-1.5	-1	-4
CCCC1CC(C)(C(=O)CSc2n[nH]c(-c3ccccc3)n2)OC1=O (stereo not given)
 : -2.4	1	-0.3	-2	-4	4	0.2	0	0
O=c1[nH]c(CCl)nc2cc(-c3ccc(F)cc3)sc12
 : -3.8	-2	0.6	-20	3	7	-0.8	3	3
CCc1ccc2c(CC(=O)Nc3nnc(C4CC4)s3)coc2c1
 : -1.1	8	1.1	-6	-6	-1	.	2	6
CC(=O)C1=C(C)OC(N)=C(C#N)C1c1cc([N+](=O)[O-])ccc1Cl (stereo not given)
 : -1.9	?	1.9	1	-11	-7	.	4	-4
COc1cc(NC(=O)c2ccnnc2)cc(C(=O)Nc2cccc(C(F)(F)F)c2)c1
 : -17	1	-2.6	-83	0	-4	2.4	-2	-1
O=C(Nc1ccc(F)cc1)C(c1ccccc1)N1CCN(S(=O)(=O)c2ccccc2)CC1 (stereo not given)
 : 0.2	-2	-0.2	-7	3	0	.	1	3
O=C1CNC(=O)/C1=C/c1ccc(Br)cc1
 : 4.4	9	1.5	5	-15	4	-0.3	4	-10
Cc1nc2c(-c3ccccc3)cnn2c(N2CCOCC2)c1C
 : -1.5	-14	0.1	5	3	5	.	1	12
Cc1nc2ccccn2c1P(=Nc1ccccc1)(N(C)C)N(C)C
 : -2.0	2	4.6	6	0	1	1.5	3	-4
CNC(=O)C1CC(=O)N(Cc2ccccc2)C(=Nc2ccc(OC)cc2)S1 (stereo not given)
 : -0.8	-4	0.4	-5	-3	-2	0.0	-3	15
CCc1[nH]nc(C(=O)N2CCCC(CCC(=O)N3CCN(c4ccccn4)CC3)C2)c1C (stereo not given)
 : 0.7	-6	-0.7	1	10	8	5.3	8	-4
CNc1c(NS(=O)(=O)c2cc(NC(C)=O)ccc2C)c(=O)oc2ccccc12
 : -0.3	-4	2.7	6	12	0	0.9	2	5
COCC(=O)N1CCN(c2cccc(Cl)c2)CC1
 : 0.8	0	0.4	-1	16	2	.	1	-1
COC(=O)CCC(=O)N1CCCC(CO)(Cc2ccccc2F)C1 (stereo not given)
 : ?	?	-0.9	-4	-27	-4	-3.0	-3	10
CCOC(=O)CCSc1nc(-c2ccc3c(c2)OCO3)cc(C(F)(F)F)c1C#N
 : 0.3	10	4.7	-3	-15	-4	.	2	12
COc1ccc(-c2ccc3c(c2)S(=O)(=O)c2cccc(C(=O)NC4CC4)c2C3=O)cc1OC
 : 0.2	10	2.1	-2	-4	-11	1.6	-3	11
C[C@@H](CN1C2=NC[C@H](Cc3ccc(O)cc3)N2C[C@H]1Cc1ccc(O)cc1)NC(=O)CCC1CCCCC1
 : -6.8	-17	-0.7	3	12	-7	0.3	2	-1
CC(=O)N1CCN(C(=O)CCN(c2ccccc2)S(=O)(=O)c2ccc(C)cc2)CC1
 : -0.5	5	-1.9	3	8	5	-1.1	0	-1
CC(C)(C)C(=O)NC(=S)Nc1cccc(C(=O)O)c1
 : -0.2	-2	-2.7	4	-10	-2	.	7	-3
O=C(CCCC(=O)NCC1CCCO1)NCC1CCCO1 (stereo not given)
 : -0.6	0	-0.6	-7	-3	-6	-0.6	-1	-4
C[C@H]1CCC[C@]2(C)C[C@H]3OC(=O)C(CN4CCCCCC4)[C@H]3C=C12 (stereo not given in full)
 : -0.7	-12	-0.3	1	1	-1	-2.2	-1	8
Cc1ccc(S(=O)(=O)N(CC(=O)c2ccccc2)C(=O)N2CCN(C)CC2)cc1
 : -2.2	0	.	.	-11	-5	-0.1	0	1
O=C(Nc1cccc(O)c1)c1cnn2cccnc12
 : -3.8	0	-0.2	-7	-4	0	-1.2	-2	4
Cn1c(/C=C/c2cccc(Br)c2)nc2ccccc2c1=O
 : 0.3	11	2.3	-27	3	4	-0.6	8	26
Cc1ccc(S(=O)(=O)NC(=O)NCC2CCN(S(=O)(=O)c3ccccc3)CC2)cc1
 : -2.1	8	3.1	-3	-2	5	-0.4	0	1
O=C(CSc1c[nH]c2ccccc12)NC1CCCC1
 : .	2	-1.4	1	0	-2	-0.4	2	7
O=C1/C(=C\c2ccc(O)c(O)c2)SC(=S)N1Cc1ccccc1
 : -3.0	-87	-0.7	.	-57	5	1.8	-10	-7
Cc1cc(=O)oc2c(C)c(OCC(=O)Nc3cccnc3)ccc12
 : -1.1	-4	-1.4	-1	9	8	13	17	13

# Three compounds already listed, ordered by count of non-hydrogen atoms, high to low:
# Second line of a record: FadD28 FP inh	BoNT-F LC inh	Mtb UGM inh	Rv3671c protease	MazF activator	PrPC surface inh	BioA inh	Mtb FBA inh	GDH-TPI inh
C[C@H]1CCC[C@]2(C)C[C@H]3OC(=O)C(CN4CCCCCC4)[C@H]3C=C12 (stereo not given in full)
 : -0.7	-12	-0.3	1	1	-1	-2.2	-1	8
Cn1c(/C=C/c2cccc(Br)c2)nc2ccccc2c1=O
 : 0.3	11	2.3	-27	3	4	-0.6	8	26
O=C(Nc1cccc(O)c1)c1cnn2cccnc12
 : -3.8	0	-0.2	-7	-4	0	-1.2	-2	4

# Following part.
# Second line of a record: FadD28 FP inh	BoNT-F LC inh	Mtb UGM inh	Rv3671c protease	MazF activator	PrPC surface inh	BioA inh	Mtb FBA inh	GDH-TPI inh
COc1ccc(-n2nc(C(=O)NCC(=O)N3CCN(c4cccc(Cl)c4)CC3)c3ccccc3c2=O)c(OC)c1
 : -0.2	-10	-0.9	8	3	-3	.	5	4
CCn1cc(/C=C/C(=O)c2ccc(O)cc2)c(C)n1
 : -3.1	-1	0.0	-1	12	3	.	-1	20
Cc1cc(C)c(C#N)c(SCC(=O)Nc2ccccc2)n1
 : -0.5	2	-0.7	-7	-16	-1	.	-1	-3
COc1ccccc1NC(=O)c1nn(-c2ccc(F)c(F)c2)ccc1=O
 : -2.5	-10	0.5	-7	5	-6	-1.5	4	10
Cc1ccc(CNC(=O)c2cc3c(=O)n4ccccc4nc3n(Cc3ccco3)c2=N)cc1
 : -0.9	13	-0.1	0	4	-8	0.5	63*	22
COc1ccc(/C=C/C(=O)NC(=S)NN2CCCCC2c2cccnc2)cc1OC (stereo not given)
 : 0.2	-2	-1.8	-14	4	6	.	1	13
CN(C)S(=O)(=O)c1cccc(NC(=O)COC(=O)c2ccc([N+](=O)[O-])o2)c1
 : -4.9	-2	0.8	-20	6	-12	.	-2	3
CCC(C)(C)C1CCC(NC(=O)c2ccc(S(=O)(=O)N3CCOCC3)cc2)CC1 (stereo not given)
 : -0.9	0	2.9	-3	3	5	-1.2	-2	-7
CSc1ccccc1C(=O)NCCSc1ccccc1
 : -0.9	-2	1.2	1	3	-3	0.1	1	9
COc1ccc2c(c1OC)C(=O)N1c3ccccc3C(=O)N(c3ccccc3F)C21 (stereo not given)
 : -4.8	-1	0.1	-3	-6	-6	3.0	1	-8
CCOC(=O)c1sc(NC(=O)c2cc3c(s2)CCC(C)C3)nc1C (stereo not given)
 : -3.3	1	1.4	-1	-16	0	-1.0	2	7
COc1ccc(CC(=O)NNS(=O)(=O)c2ccc(F)cc2)cc1
 : 0.9	-5	-4.1	-11	2	3	-2.3	-4	-1
Nc1c(-c2ccccc2)sc2ccc3ccccc3[n+]12
 : -1.4	-3	1.4	0	-21	-11	2.5	0	6
CCCN(CC(=O)Nc1ccccc1OC)C(=O)Cn1c(=O)oc2ccccc21
 : -3.2	1	.	.	6	4	3.4	-2	12
Nc1ccc(Br)cc1-c1nc2ccccc2[nH]c1=O
 : 0.6	6	0.2	0	-5	-1	.	1	4
COc1cc(/C=C/C(=O)OCC(=O)NC(=O)NC23CC4CC(CC(C4)C2)C3)ccc1OCC#N
 : 4.5	-26	0.8	-37	23	0	.	2	8
Cc1ccc(/C=C2/C(=N)N3N=C(CC(=O)N4CCCC4)SC3=NC2=O)o1
 : -2.1	-2	1.5	-10	7	-3	-1.3	5	33*
COc1ccc(CCNC(=O)CC(C)(C)CC2=NS(=O)(=O)c3ccccc3N2)cc1OC
 : 0.7	-2	1.8	6	-1	-3	1.9	1	-2
CCc1nc2ccccc2c(=O)n1NC(=O)c1c(O)c2ccccc2[nH]c1=O
 : -1.6	5	-0.8	4	-1	-1	0.8	2	18

# Entries shown so far that contain an NH in an aromatic ring (eight):
# Second line of a record: FadD28 FP inh	BoNT-F LC inh	Mtb UGM inh	Rv3671c protease	MazF activator	PrPC surface inh	BioA inh	Mtb FBA inh	GDH-TPI inh
CCCc1nc2cc3c(cc2[nH]1)n(C)c(=O)n3C
 : -4.0	-8	1.4	13	0	-9	0.7	5	-2
CCc1ccccc1-n1c(SCC(=O)c2c(N)n(C3CC3)c(=O)[nH]c2=O)nnc1N1CCOCC1
 : -2.5	-2	2.7	-4	2	1	-1.5	-1	-4
CCCC1CC(C)(C(=O)CSc2n[nH]c(-c3ccccc3)n2)OC1=O (stereo not given)
 : -2.4	1	-0.3	-2	-4	4	0.2	0	0
O=c1[nH]c(CCl)nc2cc(-c3ccc(F)cc3)sc12
 : -3.8	-2	0.6	-20	3	7	-0.8	3	3
CCc1[nH]nc(C(=O)N2CCCC(CCC(=O)N3CCN(c4ccccn4)CC3)C2)c1C (stereo not given)
 : 0.7	-6	-0.7	1	10	8	5.3	8	-4
O=C(CSc1c[nH]c2ccccc12)NC1CCCC1
 : .	2	-1.4	1	0	-2	-0.4	2	7
Nc1ccc(Br)cc1-c1nc2ccccc2[nH]c1=O
 : 0.6	6	0.2	0	-5	-1	.	1	4
CCc1nc2ccccc2c(=O)n1NC(=O)c1c(O)c2ccccc2[nH]c1=O
 : -1.6	5	-0.8	4	-1	-1	0.8	2	18

# Outcome played no part in choosing rows; about 4.8% have a hit in one of these screens.
